Assay outcomes as filed in PubChem BioAssay.
Growth percent in the NCI-60 one-dose screen (48 h, 10 µM unless noted): 100 = growth as untreated, 0 = no growth, -100 = all killed.
NCI/ADR-RES: NCI/ADR-RES ovarian cells. 4.4% of 81,000 active. AID 1794790
NCI-H460: NCI-H460 lung cancer | 6.8% of 82,000 active
NCI-H23: NCI-H23 lung cancer; AID 1794731; 4% of 80,000 active
A498: A498 renal cancer cells; 5.4% of 76,000 active; AID 1794774
RXF 393: RXF 393 renal cancer cells; 6.9% of 77,000 active; AID 1794773
NCI-H522: NCI-H522 lung cancer | AID 1794739 | 8% of 78,000 active
ACHN: ACHN renal cancer; 4.9% of 81,000 active; AID 1794771
NCI-H226: NCI-H226 lung cancer; 3.5% of 79,000 active; AID 1794732
CAKI-1: CAKI-1 renal cancer; 4.7% of 75,000 active
An asterisk follows results filed as active; x = no result given. The calls were made as follows: active = growth percent below 10; inactive = the rest.

Structure | NCI-H226 | NCI/ADR-RES | CAKI-1 | NCI-H23 | A498 | NCI-H522 | RXF 393 | NCI-H460 | ACHN
Cc1cc(C)cc(N=Nc2cc(Br)cc(Br)c2)c1 | 97 | 106 | 87 | 98 | 98 | 97 | 118 | 106 | 85
O=C(O)CCC(=O)OCc1ccccc1 | 107 | 104 | 102 | 101 | 103 | 108 | 118 | 110 | 102
O=NC1CC=CCC1c1ccccc1 (stereo not given) | 105 | 104 | 103 | 106 | x | 109 | 116 | 112 | 94
NC(=S)N/N=C\c1ncccc1OCc1cccc(N)c1 | 54 | 88 | x | 67 | 79 | 40 | 76 | 40 | 43
COC(=O)CCCCCCCCC(C)c1ccccc1 (stereo not given) | 113 | 111 | 101 | 103 | 107 | 83 | 116 | 116 | 97
Cc1nc2ccccc2c(/C=C/c2cccs2)c1C(=O)c1ccccc1 | 95 | 70 | 58 | 75 | 87 | 71 | 126 | 90 | 91
CN(C)c1ccc(/C=C2\Cc3ccccc3C2=O)cc1 | 93 | 96 | 97 | 102 | 94 | 62 | 93 | 102 | 110
COc1cccc2c1OC1(C=C2)Oc2c(cccc2OC)C=C1C (stereo not given) | 92 | 84 | 50 | 68 | 85 | 64 | 49 | 98 | 67
CCCCCCCCCCCCCCCCNC(=S)N/N=C/c1ccc(Cl)cc1 | 105 | 105 | x | 100 | 100 | 89 | 115 | 112 | x
COc1ccc(-c2[nH]nc3c2C(c2cn[nH]c2-c2ccc(F)cc2)C(C#N)=C(N)O3)cc1OC (stereo not given) | 102 | 103 | 98 | 96 | 104 | 89 | 109 | 105 | 107
N#Cc1c(N)c(C(=O)c2ccc3c(c2)OCCO3)n2c1CCCC2 | 82 | 8.4* | 4.3* | 43 | 39 | -33* | 31 | 16 | 39
O=C(Nc1ccc([N+](=O)[O-])cc1)Nc1nccnn1 | 102 | 117 | 101 | 105 | 102 | 96 | x | 129 | 100
Cc1c(C(=O)NCCc2ccc(N3CCCC3)cc2)[nH]c2ccc(Cl)cc2c1=O | 96 | 116 | 93 | 95 | 91 | 77 | 98 | 107 | 100
CC(C)[C@@H]1CC[C@@H]2[C@@H]1[C@H](OC(=O)/C=C/c1ccccc1)[C@]1(C(C)C)C[C@@H](OC(=O)CO)[C@@]2(C)O1 | 63 | 14 | 66 | 83 | -52* | 66 | 23 | 89 | 17
CCC(C)OC(=O)c1ccccc1C(=O)O (stereo not given) | 94 | 100 | 91 | 96 | 108 | 91 | 102 | 104 | 102
CCOC(=O)c1cnn2c(-c3ccccc3)nc(NCc3ccccc3)nc12 | 100 | 94 | x | 103 | 84 | 74 | 102 | 104 | 96
COc1ccc(NC(=O)N=c2oc3ccccc3cc2-c2cc3ccccc3[nH]2)cc1 | 97 | 81 | 74 | 79 | 119 | 83 | 86 | 98 | 71
COc1ccc(CNc2cc3cc(OC)c(OC)cc3c(C)n2)cc1CN1CCOCC1 | 88 | 82 | 66 | 83 | 55 | 86 | 94 | 94 | 90
C1OC1CN1CCC(C2CCN(CC3CO3)CC2)CC1 (stereo not given) | 82 | 89 | x | 95 | x | 89 | 85 | 24 | 34
CC(C)(C)c1ccc(OP(=S)(N/N=C/c2ccccc2O)Oc2ccc(C(C)(C)C)cc2)cc1 | 59 | 88 | 63 | 58 | 90 | 12 | 87 | 87 | 88

More entries follow:
Structure | NCI-H226 | NCI/ADR-RES | CAKI-1 | NCI-H23 | A498 | NCI-H522 | RXF 393 | NCI-H460 | ACHN
COc1ccc(-c2nc(N3CCCC3=O)sc2Br)cc1OC | 94 | 104 | 99 | 96 | 88 | 89 | 90 | 108 | 93
COc1ccc(C(=O)c2sc3nc(C)cc(C)c3c2N)cc1 | 83 | 50 | 73 | 92 | 83 | x | 94 | 83 | 81
CC(=O)c1ccc(N2CCN(c3ccc(C(C)=O)cc3)CC2)cc1 | 98 | x | 89 | 100 | 68 | 96 | 111 | 108 | 101
COc1ccc(Cn2cc3c(c2-c2ccccc2)CCc2cnc(N)nc2-3)cc1 | 86 | 89 | 85 | 94 | 106 | 90 | 96 | 102 | 99
Cc1ccc(S(=O)(=O)OC2COC(OCc3ccccc3)C(OS(=O)(=O)c3ccc(C)cc3)C2O)cc1 (stereo not given) | 88 | 91 | 79 | 102 | 68 | 92 | 88 | 99 | 91
COc1cc(CNC(=O)/C=C/C=C/c2ccc3c(c2)OCO3)ccc1OCc1cn(-c2cccc(Cl)c2)nn1 | 78 | 71 | 66 | 77 | 66 | 64 | x | 76 | 69
COc1cccc(/C=C2/C(=O)N(Cc3ccco3)SC2=S)c1OC | 101 | 103 | x | 108 | 102 | 84 | x | 102 | 102
CCO/C=N/S(=O)(=O)c1cc2c(cc1Cl)NC=NS2(=O)=O | 99 | 109 | x | 103 | 106 | 99 | 103 | 106 | 112
Nc1ccc(NC(=O)c2ccccc2)c2c1C(=O)c1ccccc1C2=O | 90 | 100 | 97 | 96 | 113 | 111 | 106 | 104 | 93
O=C(NCn1c(=O)[nH]c2ccccc2c1=O)OC1CCCCC1 | 81 | 86 | 81 | 94 | 97 | 88 | 97 | 106 | 93
O=C(CN1CCN(c2cc(=O)[nH]c3ccc(F)cc23)CC1)Nc1ccccc1 | 98 | 99 | 93 | 96 | 97 | 100 | 95 | 106 | 97
CCCOC(=O)c1ccc2c(c1)[N+](=O)C(C(=O)c1ccccc1)=C(C(F)(F)F)[N+]2=O | x | -43* | -92* | -76* | -91* | -93* | -93* | -70* | -92*
O=C(CSc1nc2ccccc2[nH]1)Nc1ccccc1 | 90 | 106 | 69 | 99 | 100 | 92 | 102 | 103 | 86
CC[S+](CC)CC(=O)c1ccc(-c2ccccc2)cc1 | 94 | 89 | x | 87 | 103 | 87 | x | 99 | 100
CC(C)NC(=O)c1ccc(C(C)(C)C)cc1 | 103 | 109 | x | 107 | 83 | 65 | 108 | 106 | 112
CCCN1c2nc3ccccc3nc2SC1Nc1ccccc1 (stereo not given) | x | 106 | 95 | 96 | 79 | 95 | 119 | 103 | 102
c1cc2ccc3cc2cc1CNCCNCCNCc1ccc2ccc(cc2c1)CNCCNCCNC3 | 99 | 105 | 92 | 60 | 95 | 97 | 110 | 99 | 105
O=C1CSc2cc(Cl)ccc2N1 | 102 | 96 | x | 87 | 90 | 100 | 125 | 98 | 114
CC(C)CCOC(c1ccc2c(c1)OCO2)C(C)Br (stereo not given) | 96 | 113 | x | 105 | 101 | x | 101 | 108 | 95
CN(C)C(=O)C(c1ccccc1)C(C(=O)N(C)C)c1ccccc1 (stereo not given) | 103 | 98 | 97 | 98 | x | 95 | 106 | 104 | 102

Already shown: four of the compounds above.
Structure | NCI-H226 | NCI/ADR-RES | CAKI-1 | NCI-H23 | A498 | NCI-H522 | RXF 393 | NCI-H460 | ACHN
COc1ccc(-c2nc(N3CCCC3=O)sc2Br)cc1OC | 94 | 104 | 99 | 96 | 88 | 89 | 90 | 108 | 93
COc1ccc(C(=O)c2sc3nc(C)cc(C)c3c2N)cc1 | 83 | 50 | 73 | 92 | 83 | x | 94 | 83 | 81
CC(=O)c1ccc(N2CCN(c3ccc(C(C)=O)cc3)CC2)cc1 | 98 | x | 89 | 100 | 68 | 96 | 111 | 108 | 101
COc1ccc(Cn2cc3c(c2-c2ccccc2)CCc2cnc(N)nc2-3)cc1 | 86 | 89 | 85 | 94 | 106 | 90 | 96 | 102 | 99

Entries of single compounds as entered above. Values in the order: NCI-H226 | NCI/ADR-RES | CAKI-1 | NCI-H23 | A498 | NCI-H522 | RXF 393 | NCI-H460 | ACHN
Record of COc1ccc(-c2nc(N3CCCC3=O)sc2Br)cc1OC → 94 | 104 | 99 | 96 | 88 | 89 | 90 | 108 | 93
Record of CC(C)CCOC(c1ccc2c(c1)OCO2)C(C)Br (stereo not given) → 96 | 113 | x | 105 | 101 | x | 101 | 108 | 95

Other records:
Structure | NCI-H226 | NCI/ADR-RES | CAKI-1 | NCI-H23 | A498 | NCI-H522 | RXF 393 | NCI-H460 | ACHN
COc1ccc(-c2oncc2-c2cc3c(c(OC)c2)OCC(=O)N3)cc1 | 95 | 99 | 71 | 109 | 92 | 82 | x | 102 | 103
COC(=O)/C(C#N)=C1/CCC(NC(=O)Cc2ccc(Cl)cc2Cl)N1C (stereo not given) | 96 | 101 | 95 | 102 | 70 | 70 | 111 | 105 | 103
O=C(Nc1ccc(F)cc1)C1CCN(S(=O)(=O)c2ccc(Cl)cc2)CC1 | 74 | 74 | 81 | 75 | 78 | 74 | x | 92 | 96
Cc1cc(C2=NNC(=O)C(C)c3cc4c(cc32)OCO4)ccc1N (stereo not given) | 107 | 107 | 94 | 104 | 98 | 80 | 106 | 114 | 100
CCN1CCN(c2nc(-c3ccc(Nc4ncnc5cc(Cl)ccc45)cc3)cc(-c3ccc(OC)c(OC)c3)n2)CC1 | 72 | 60 | 91 | 101 | 102 | 90 | 83 | 103 | 88
COc1cccc(C2Nc3ccccc3-n3cccc32)c1OC (stereo not given) | 100 | 96 | 107 | 101 | x | 110 | 102 | 108 | 90
NS(=O)(=O)c1ccc(Nc2nc(SCC(=O)c3ccc(-c4ccccc4)cc3)nc3ccccc23)cc1 | 100 | 112 | 102 | x | x | 101 | 111 | 103 | 103
O=C(NNC(=O)c1cccc2ccccc12)c1ccc(Br)cc1 | 100 | 99 | 95 | 102 | 92 | 97 | 110 | 108 | 106
O=C(Nc1ccc(OCc2ccc(C(F)(F)F)cc2)cc1)c1ccc2nc(NC(=O)c3ccc(NCCc4ccccc4)c([N+](=O)[O-])c3)sc2c1 | 85 | 90 | 75 | 86 | 71 | 63 | x | 74 | 92
Cc1c(C(c2ccccc2)c2[nH]c3ccccc3c2C)[nH]c2ccccc12 | 80 | 95 | 85 | 89 | 104 | 67 | 102 | 97 | 92
COc1ccc(Nc2nc3n(c(=O)c2C#N)-c2ccccc2Sc2ccccc2-3)cc1 | 92 | 79 | 66 | 91 | 118 | 84 | 94 | 93 | 76
CC(C)(c1cc(Br)c(O)c(Br)c1)c1cc(Br)c(O)c(Br)c1 | 111 | 100 | 90 | 100 | 103 | 105 | 122 | 102 | 101
Cc1ccccc1-n1c(C)nc2ccc(NC(=O)NCCCl)cc2c1=O | 99 | 105 | 100 | 106 | 90 | 102 | 114 | 104 | 107
CC(=O)CC(c1ccccc1)c1ccccc1 | 104 | 114 | 112 | 109 | 133 | 99 | 121 | 112 | 117
NC(N)=NCCCC(NC(=O)c1ccccc1)C(=O)O (stereo not given) | 107 | 104 | x | 97 | x | 85 | 104 | x | 106
N#Cc1c(-c2ccc(F)cc2)c(C#N)c2c(C#N)c(N)nn2c1N | 82 | 100 | x | 97 | 94 | 86 | 84 | 99 | 96
O=c1c2ccccc2[nH]c2c3c(cn12)nc1ccccn13 | 96 | 102 | 99 | 95 | 121 | 103 | 88 | 112 | 100
COc1ccc(-c2onc3ccc(Cl)cc23)cc1 | 84 | 97 | 92 | 102 | 69 | 82 | 93 | 97 | 96
O=C(Cc1ccccc1Nc1c(Cl)cccc1Cl)NN1C(=O)/C(=C/N2N=C(c3ccc4ccccc4c3)CC2c2ccc(Cl)cc2)SC1=S (stereo not given) | 99 | 105 | 93 | 102 | x | 87 | 105 | 102 | 103
OCCC[C@@]12C(I)=C3CCCC[C@H]3[C@@H]1CCc1cc3c(cc12)OCO3 | 93 | 90 | 73 | 91 | 106 | 73 | 99 | 90 | 92
